# GoLoco inh red – blocks human Gai1 binding to RGS12 GoLoco peptide, red readout; AID 880; hit rate 0.44% among 230,000; Gai1:RGS12 GoLoco peptide FP, rhodamine, 10 min; Potency, µM (top dose mostly 61.6 µM), for the others: top-dose activity, negative = inhibition, usual class: inhibitors; P63096; active means well fitted inhibition curve with a large enough effect, not every such curve was filed as active; inactive means no such curve, though single readings can be large or run the other way; further: on the % scale 0 is the no-effect control and ±100 the full control effect; nearly all actives have a fitted effect of over 30% in size; many of its hits are not listed in these tables
# SMN2 splice enh – SMN2 splice variant enhancement; Potency, µM (series often up to 46.1 µM), for inactives: at the highest dose activity change, positive = activation, most hits filed as activators; HEK293 SMN2-luciferase splicing reporter, luminescence, 30-36 h; hit rate 2.8% among 210,000; further: % of control where 0% means no effect; nearly all actives have a fitted effect of over 55% in size
#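 qHTS luciferase splicing reporter: luminescence rises when SMN2 exon 7 is included in transfected HEK293 cells. Compound exposure lasted 30-36 h at 37C, with 4.5 mM final sodium butyrate as control, followed by a ONE-Glo read.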
# RECQ1 inh – inhibitors of human RECQ1 DNA helicase; P46063; RECQ1 DNA unwinding, red fluorescence kinetic read; Potency, µM (titrated, usually from 57.3 µM), inactives show at the top dose activity, negative = inhibition, usual class: inhibitors; hit rate 0.54% among 240,000; AID 2549;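 further: plate controls were vehicle for no effect and no enzyme for full effect; nearly all actives have a fitted effect of over 30% in size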
#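 RECQ1T1 50 nM; forked duplex (20 bp + 30-nt ss tails) 200 nM, ATP 2 mM final; pH 8.0, 2 mM MgCl2, 2.5 ug/ml poly(dI-dC); 15 min compound preincubation; discontinuous kinetic read over 2 h at RT.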
# NPSR antagonist – blocks cAMP signaling of the human neuropeptide S receptor | CHO-NPSR cells, cAMP TR-FRET, antagonist mode | hit rate 1% among 220,000 | Potency, µM (highest dose often 38.3 µM), without a hit: at the top dose activity change, negative = inhibition, hits mostly inhibitors; further: on the % scale 0 is the no-effect control and ±100 the full control effect; nearly all actives have a fitted effect of over 50% in size; many of its hits are not listed in these tables
# Target sequence (Q6W5P4 whole entry, looked up): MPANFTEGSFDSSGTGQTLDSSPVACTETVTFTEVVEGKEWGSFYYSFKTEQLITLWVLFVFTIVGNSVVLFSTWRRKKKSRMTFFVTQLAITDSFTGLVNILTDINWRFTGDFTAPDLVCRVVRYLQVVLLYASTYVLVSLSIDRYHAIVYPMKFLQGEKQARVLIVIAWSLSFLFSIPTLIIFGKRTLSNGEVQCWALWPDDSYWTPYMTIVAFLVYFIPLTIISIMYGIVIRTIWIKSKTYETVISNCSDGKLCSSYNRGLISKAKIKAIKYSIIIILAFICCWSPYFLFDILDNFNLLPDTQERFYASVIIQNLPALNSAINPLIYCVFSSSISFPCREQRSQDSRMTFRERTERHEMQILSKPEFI
# Epigenetic derep – derepresses silenced GFP reporter in murine cells; murine LDR cells, GFP reporter derepression, 30 h; Potency, µM (top dose mostly 53.9 µM), inactives show at the top dose GFP activation, usual class: activators; hit rate 0.2% among 280,000; AID 1865; further: % of control where 0% means no effect; nearly all actives have a fitted effect of over 60% in size
#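 Derepression of a silenced CMV-GFP reporter in murine LDR cells is scored by enumerating GFP-positive cells with a laser-scanning microplate cytometer after 30 hours of treatment at 37 C.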
# Luc counter – blocks Kinase-Glo luciferase, a counter-screen artifact; hit rate 0.28% among 200,000; Q27757; AID 1379; Kinase-Glo luciferase, ATP luminescence, 8 min; Potency, µM (top dose mostly 38.3 µM), inactives show top-dose activity change, negative = inhibition, usual class: inhibitors; further: on the % scale 0 is the no-effect control and ±100 the full control effect; nearly all actives have a fitted effect of over 60% in size
#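 Compound is pinned into ATP-containing buffer (10 uM ATP, imidazole pH 7.2, 7 mM MgCl2). Kinase-Glo luciferase reagent is then added. Light output is recorded following an 8-min room-temperature incubation.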
# IMPase Li inh – IMPase inhibition in cells with lithium potentiation. AID 1457. hit rate 0.35% among 210,000. CHO-M1 cells, IP1 TR-FRET (IP-One), carbachol + lithium. Potency, µM (highest dose often 59.4 µM), without a hit: at the top dose activity, negative = IMPase inhibition, hits mostly inhibitors;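 further: IP1 builds up when IMPase is blocked and the TR-FRET signal falls; plate controls were basal vehicle for no effect and high inhibitor control for full effect; nearly all actives have a fitted effect of over 50% in size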
#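 CHO-M1, 2000 cells/well, 16–30 h culture; cpd + low Li+, 30 min 37C; lysis with d2-IP1/Eu-anti-IP1 Ab, 10 min RT; TR-FRET 665/620 ratio and 620 channel; AC50 via Hill.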
# JMJD2E inh – JMJD2E (human) inhibition; B2RXH2; JMJD2E catalytic domain, FDH-coupled NADH fluorescence (FDH is formaldehyde dehydrogenase); Potency, µM (doses to about 57.1 µM), for the others: at the highest dose activity change, negative = inhibition, actives largely listed as inhibitors; hit rate 1.6% among 230,000; AID 2147; active means well fitted inhibition curve with a large enough effect, not every such curve was filed as active; inconclusive means small, poorly fitted or top-dose-only effect, or another doubt; inactive means no such curve, though single readings can be large or run the other way;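 further: 0% = wells with enzyme and -100% = buffer wells without enzyme; nearly all actives have a fitted effect of over 50% in size; many of its hits are not listed in these tables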
# Target sequence (B2RXH2 1-337 limits assumed): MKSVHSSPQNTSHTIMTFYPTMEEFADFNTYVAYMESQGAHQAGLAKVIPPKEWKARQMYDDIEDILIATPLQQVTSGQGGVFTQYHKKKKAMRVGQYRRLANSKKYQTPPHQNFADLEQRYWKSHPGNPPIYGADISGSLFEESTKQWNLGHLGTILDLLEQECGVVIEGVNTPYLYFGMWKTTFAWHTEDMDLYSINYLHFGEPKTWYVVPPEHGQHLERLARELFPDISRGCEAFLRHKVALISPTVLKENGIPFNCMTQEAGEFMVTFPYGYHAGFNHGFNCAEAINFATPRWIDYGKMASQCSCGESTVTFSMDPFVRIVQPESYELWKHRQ
# Active calls of the source: *; i = inactive; ? = inconclusive; nt = no result given; & = joins results of further samples; [ ] = another dose, or the depositor's remark. Unless noted, the call rests on the fitted dose curve; in most records, active means well fitted curve in the direction sought with a large enough effect; inconclusive means small, poorly fitted or top-dose-only effect, or another doubt; inactive means no such curve, though single readings can be large; an effect the other way counts as inactive or inconclusive. Potency means the concentration at half of the fitted maximal effect.
SMILES,GoLoco inh red,SMN2 splice enh,RECQ1 inh,NPSR antagonist,Epigenetic derep,Luc counter,IMPase Li inh,JMJD2E inh
Cc1cc([C@](C)(N)C(=O)O)ccc1P(=O)(O)O,1%,nt,-14%,nt,1.1%,-1%,7%,-20%
COc1cccc(/C=C/C(=O)Oc2ccc(C(=O)c3ccc(F)cc3)cc2)c1,7%,10%,-6%,-9%[46.1 µM],2.1%,0%,6%,?
Clc1ccc(Oc2nc(Oc3ccc(Cl)cc3)nc(N3CCOCC3)n2)cc1,-1%,2%,-5%,?,-1.4%,-7%,19%[38.3 µM],5%
CCOc1ccc2[nH]c(=O)c(CN(Cc3ccc(F)cc3)C(=O)c3ccco3)cc2c1,8%,-12%,-5%,?,0.7%,-4%,11%[38.3 µM],?
COC(=O)c1ccc(NC(=O)c2ccc(F)cc2)o1,0%,-27%,-2%,-3%[46.1 µM],-1.0%,-1%,2%[38.3 µM],-2%
O=[N+]([O-])c1cccnc1Oc1cccnc1,-2%,nt,i,-9%,0.0%,nt,nt,-1%
COc1ccc(C2NC3=C(CCCC3)C(C#N)(C#N)C2(C#N)C#N)cc1 (stereo unspecified),169%[activator],0%,-4%,-18%[46.1 µM],0.0%,2%,20%[38.3 µM],?
Cc1cc(-c2c(C)[nH]n(-c3ccc(Cl)cc3)c2=O)n(-c2ccccc2)n1,-1%,-6%,-1%,-13%[46.1 µM],0.0%,0%,6%[38.3 µM],7%
COc1cccc(-c2cc(C(=O)NCC3CCCO3)c3ccccc3n2)c1 (stereo unspecified),3%,-6%,6%,5%,-5.0%,-1%,-2%,-26%
CCOC(=O)N1CCN(C(=O)c2cn(CC)c3cc(N4CCN(C)CC4)c(F)cc3c2=O)CC1,8%,2%,1%,4%,-0.1%,3%,1%,?
COc1ccc(CCNC(=O)c2ccc(N3CCCC3=O)cc2)cc1,3%,-9%,i,-3%[46.1 µM],-3.0%,-2%,26%[38.3 µM],-2%
c1ccc2c(c1)nc1n2CCN1,-14%,-12%,2%,21%,-1.0%,0%,9%,1%
Cc1cc(=O)oc2cc(OCC(=O)OCC(=O)NC(C)C)ccc12,3%,-10%,i,10%,3.6%,3%,2%,-15%
O=C(CCn1nnc2ccccc21)Nc1nnc(COc2ccccc2F)s1,6%,-4%,-7%,-10%[46.1 µM],-0.3%,1%,-7%[38.3 µM],3%
COc1ccc(CCNC(=O)c2cc3c(C)nccc3[nH]c2=O)cc1OC,19%,nt,8%,14%,1.1%,nt,?,?
O=c1[nH]ncc(NCCCO)c1Cl,9%,-18%,-3%,-24%[46.1 µM],0.0%,-3%,12%,10%
Cc1ccc(Nc2cc(C)nc(N3CCOCC3)n2)cc1,nt,nt,3%,-4%[46.1 µM],1.2%,nt,nt,-5%
CCOc1ccc(S(=O)(=O)Nc2cc(OC)c(OC)cc2C(=O)O)cc1,9%,-20%,i,10%[46.1 µM],0.0%,23%,24%[38.3 µM],?
COC(CNC(=O)c1cnn2c(C)c(Cc3ccccc3)c(C)nc12)OC,-13%,-25%,-9%,-11%,-7.2%,3%,1%,?
O=C(CCc1nnc(CCC2CCCCC2)o1)NCCn1cccn1,2%,nt,-7%,-13%,0.1%,-9%,8%,-2%
Cc1ccc(S(=O)(=O)N2CCN(C(=O)c3ccccn3)CC2)cc1,4%,6%,i,8%,-0.4%,2%,-8%,-3%
CCOc1ccc(/C=N/NC(=O)c2nnn(-c3nonc3N)c2-c2ccc(OCC)cc2)cc1,5%,6%,9%,-25%,1.3%,-1%,-2%,-27%
CCCCN(C)C(=O)c1ccc2c(c1)N(CC)C(=O)c1ccccc1S2(=O)=O,-4%,-5%,-7%,-10%[46.1 µM],-0.8%,3%,40%[activator][38.3 µM],-3%
C#Cc1ccc([C@H]2C=C(C(=O)N3CCOCC3)O[C@@H](OCc3ccc(CO)cc3)C2)cc1,5%,nt,-8%,20%,0.4%,nt,0%,-1%
COc1ccc(S(=O)(=O)N(C)CC(=O)NCc2ccco2)cc1,12%,-5%,-7%,1%[46.1 µM],0.0%,2%,-13%[38.3 µM],2%
O=c1c2ccccc2nc(N/N=C/c2ccc(O)cc2)n1O,-4%,13%,-8%,-10%[46.1 µM],-0.9%,11µM*,5%,?
O=C(NCCN1C(=O)S/C(=C\c2cccs2)C1=O)c1ccco1,-10%,20%,-5%,-13%,-2.5%,0%,4%,14%
Cc1ccc(F)cc1NC(=O)Cc1ncc(C(F)(F)F)cc1Cl,-4%,6%,-4%,-3%[46.1 µM],-0.9%,5%,-2%,1%
COc1ccccc1CNC(=O)COC(=O)c1n[nH]c2ccccc12,-5%,6%,i,-7%[46.1 µM],-2.7%,-2%,15%[38.3 µM],?
O=C(C1CCN(CCCc2ccccc2)CC1)N(CCc1ccccc1)Cc1ccccc1,-5%,-5%,-9%,-40%,-8.2%,1%,14%,?
CCOC(=O)c1c(NC(=O)c2ccc(N3C(=O)[C@@H]4[C@H](C3=O)[C@H]3C=C[C@@H]4C3)cc2)sc2c1CC(C)CC2 (stereo partly specified),1%,-5%,-6%,-10%,0.0%,-3%,-1%,-28%
CCCc1cc(N2CCN(c3ccccn3)CC2)n2nc(C)c(-c3ccccc3)c2n1,-27%,-24%,-12%,-18%[46.1 µM],1.2%,1%,-2%[38.3 µM],?
Cc1sc(NC(=O)c2cccs2)c(C(=O)OC(C)C)c1C,-7%,-12%,-5%,2%[46.1 µM],-0.8%,4%,13%,?
COc1ccc(S(=O)(=O)Nc2ccccc2OC)cc1NC(=O)CC1CC2CCC1C2 (stereo unspecified),0%,-37%[inhibitor],?,-14%,-1.3%,-1%,1%,7%
COc1ccc(-c2nnc(SC(C)C(=O)NNC(=O)c3ccc(C)cc3)o2)cc1 (stereo unspecified),4%,-27%,-10%,-6%,-0.1%,0%,1%,-1%
CCCCn1cnc2c([nH]c3cc(OC)ccc32)c1=O,13%,-14%,i,-7%[46.1 µM],-0.9%,-5%,-6%[38.3 µM],-14%
COc1cc([N+](=O)[O-])cc(/C=N/NC(=O)C(C)Nc2cccc(C)c2)c1O (stereo unspecified),7%,-10%,-7%,-16%[46.1 µM],0.0%,1%,-1%,3.2µM*
COc1ccc(/C=C/C(=O)N(Cc2cccs2)C2CCS(=O)(=O)C2)cc1 (stereo unspecified),2%,nt,-4%,8%,0.0%,nt,nt,3%
CCOC(=O)c1cc(C(C)(C)C)nc(SC)c1C#N,11%,nt,-12%,16%,0.9%,nt,nt,-6%
O=C(NCc1ccco1)C(c1ccncc1)N(C(=O)Cc1cccs1)c1ccccc1 (stereo unspecified),8%,0%,-13%,-2%,1.0%,2%,20%,-1%
Cc1cc(C)nc(SCc2nnc(SCC#N)n2-c2cccc(Cl)c2)n1,-9%,-8%,-6%,-8%[46.1 µM],-1.0%,-3%,-5%[38.3 µM],3%
NCCSSCCN,2%[14.2 µM],8%[9.22 µM],-5%&-3%,2%[46.1 µM],-1.2%&-1.3%&1.1%,0%[7.66 µM],-9%&37%&2%,3%&-5%&11%
CCOC(=O)Cn1c(CN(Cc2ccccc2)Cc2ccccc2)nc2c1c(=O)[nH]c(=O)n2C,-14%,-4%,-7%,?,-1.9%,2%,10%[38.3 µM],0%
COc1cc(/C=N/NC(=O)C(N)=O)ccc1OC(=O)c1cccs1,0%,6%,i,-1%,-1.3%,-2%,-7%,-4%

# Exported with values under each structure: part of the list above
# Under each structure: GoLoco inh red | SMN2 splice enh | RECQ1 inh | NPSR antagonist | Epigenetic derep | Luc counter | IMPase Li inh | JMJD2E inh
COc1ccc(S(=O)(=O)Nc2ccccc2OC)cc1NC(=O)CC1CC2CCC1C2 (stereo unspecified)
 : 0% | -37%[inhibitor] | ? | -14% | -1.3% | -1% | 1% | 7%
COc1ccc(-c2nnc(SC(C)C(=O)NNC(=O)c3ccc(C)cc3)o2)cc1 (stereo unspecified)
 : 4% | -27% | -10% | -6% | -0.1% | 0% | 1% | -1%
CCCCn1cnc2c([nH]c3cc(OC)ccc32)c1=O
 : 13% | -14% | i | -7%[46.1 µM] | -0.9% | -5% | -6%[38.3 µM] | -14%
COc1cc([N+](=O)[O-])cc(/C=N/NC(=O)C(C)Nc2cccc(C)c2)c1O (stereo unspecified)
 : 7% | -10% | -7% | -16%[46.1 µM] | 0.0% | 1% | -1% | 3.2µM*
COc1ccc(/C=C/C(=O)N(Cc2cccs2)C2CCS(=O)(=O)C2)cc1 (stereo unspecified)
 : 2% | nt | -4% | 8% | 0.0% | nt | nt | 3%
CCOC(=O)c1cc(C(C)(C)C)nc(SC)c1C#N
 : 11% | nt | -12% | 16% | 0.9% | nt | nt | -6%
O=C(NCc1ccco1)C(c1ccncc1)N(C(=O)Cc1cccs1)c1ccccc1 (stereo unspecified)
 : 8% | 0% | -13% | -2% | 1.0% | 2% | 20% | -1%
Cc1cc(C)nc(SCc2nnc(SCC#N)n2-c2cccc(Cl)c2)n1
 : -9% | -8% | -6% | -8%[46.1 µM] | -1.0% | -3% | -5%[38.3 µM] | 3%
NCCSSCCN
 : 2%[14.2 µM] | 8%[9.22 µM] | -5%&-3% | 2%[46.1 µM] | -1.2%&-1.3%&1.1% | 0%[7.66 µM] | -9%&37%&2% | 3%&-5%&11%
CCOC(=O)Cn1c(CN(Cc2ccccc2)Cc2ccccc2)nc2c1c(=O)[nH]c(=O)n2C
 : -14% | -4% | -7% | ? | -1.9% | 2% | 10%[38.3 µM] | 0%
COc1cc(/C=N/NC(=O)C(N)=O)ccc1OC(=O)c1cccs1
 : 0% | 6% | i | -1% | -1.3% | -2% | -7% | -4%

# Screening data as filed in PubChem.

# These rows are one share of the data, so the mix of outcomes need not match the whole.
